dFosB act = mouse delta FosB homodimer activation | P13346 | purified delta FosB, TAMRA-CDK5 oligo fluorescence polarization; percent of positive-control signal above neutral wells | activation, % at 25 µM | hit rate 0.99% among 340,000;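 active means mean activation above about 17%, with every replicate also reaching it, limit read from the data, passing the limit was not always enough; inconclusive means only one of the two conditions met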;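 further: fluorescence polarization rise as delta FosB binds a TAMRA Cdk5 AP-1 oligo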
HTR5A ag = activates human HTR5A in OPRM1-OPRD1 agonist counter-screen | P47898 | HTR5A agonist assay, luminescence, cell-based | activation, % at 9.3 µM | hit rate 0.61% among 340,000; in the data active means activation mostly above about 9.5%, no sharp cut-off; inactive means mostly below about 7.6%;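 further: 0% = cells with vehicle only and 100% = reference agonist; strong numbers were not always called active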
Target sequence (P47898 whole entry, looked up): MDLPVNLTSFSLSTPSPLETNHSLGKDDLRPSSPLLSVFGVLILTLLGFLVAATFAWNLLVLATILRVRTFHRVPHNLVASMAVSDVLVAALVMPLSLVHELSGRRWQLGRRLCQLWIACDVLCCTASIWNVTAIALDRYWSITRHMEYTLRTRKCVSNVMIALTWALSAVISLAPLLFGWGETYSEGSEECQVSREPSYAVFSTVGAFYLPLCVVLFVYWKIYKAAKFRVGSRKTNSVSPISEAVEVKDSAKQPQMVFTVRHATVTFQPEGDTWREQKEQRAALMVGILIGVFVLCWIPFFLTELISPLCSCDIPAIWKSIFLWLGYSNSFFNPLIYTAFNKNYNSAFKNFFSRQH
MITF TRPM1 HTS = activators of MITF-driven TRPM1 promoter activity in SK-MEL-5 cells | SK-MEL-5 TRPM1-promoter luciferase, 24 h; % of positive control, neutral wells = 0 | activation, % at 12.5 µM | AID 588334 | hit rate 0.75% among 300,000;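 active means mean activation of at least 80% with every replicate also reaching 80%; inconclusive means mean reaches 80% but some replicate falls short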;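 further: 0% = neutral control wells and 100% = parthenolide positive control wells; values of inactives mirror those of a sister screen read the other way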
Rtt109 HAT inh = C. albicans Rtt109 histone acetyltransferase inhibition; inhibition, % at 34.9 µM; purified Rtt109/Vps75, ThioGlo CoA-SH fluorescence, 4 h; hit rate 0.16% among 330,000;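 active means inhibition of at least 50% in every replicate; inconclusive means best replicate reaches 50% inhibition but some replicates fall short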
SR-BI uptake up = activators of SR-BI mediated HDL lipid uptake | CHO ldlA[mSR-BI] cells, DiI-HDL uptake fluorescence, 3 h; 100 = double the neutral-control signal | activation, % at 12.5 µM | AID 504775 | hit rate 0.096% among 320,000;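 active means mean replicate activation of at least 60% and every replicate at or above 60%; inconclusive means mean or all-replicate condition met, but not both; inactive means mean below 60% and not all replicates reaching 60%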;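 further: 0% = median plate neutral-control signal and 100% = twice that signal; values of inactives mirror those of a sister screen read the other way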
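Assay system: LDL receptor-deficient CHO ldlA cells overexpressing murine SR-BI / Medium: BSA-supplemented, HEPES-buffered Ham's F12, pH 7.4 / Probe or stimulus: DiI-labelled HDL at 10 µg/mL final / Timing: compound with DiI-HDL co-incubation, 3 h at 37 °C / Technique: bottom-read cell fluorescence after medium removal, ex 550/em 595 nm / Measure: HDL uptake via cellular fluorescence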
PvdQ inh = P. aeruginosa PvdQ acylase inhibition. hit rate 0.063% among 340,000. inhibition, % at 10 µM. purified PvdQ acylase, fluorescence plate reader. AID 488965; in the data active means inhibition above about 30%, passing the limit was not always enough; inconclusive means no clear call, values can overlap the other calls;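 further: 0% = vehicle neutral wells and 100% = reference inhibitor wells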
RTF Ca sens act = increases calcium sensitivity of human cardiac regulated thin filaments; P19429+P45379; IANBD-labeled TnC RTF fluorescence at EC20 calcium; 0% EC20 calcium, 100% full calcium; activation, % at 7.2 µM; hit rate 0.24% among 340,000; AID 493008;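 active means activation above the mean over all tested compounds plus 3 SD, cut at about 30% in these data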;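 further: rise in fluorescence read as greater calcium sensitivity of cardiac thin filaments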
SR-BI HDL uptake = blocks mouse SR-BI lipid uptake from DiI-HDL. Q61009. ldlA[mSR-BI] CHO cells, DiI-HDL uptake fluorescence, 3 h. inhibition, % at 12.5 µM. hit rate 0.96% among 320,000;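 active means mean replicate inhibition of at least 70% and a set share of replicates each scoring 70 or more; inconclusive means meets just one of the two criteria; inactive means fails both criteria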;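 further: 0% = median of neutral control wells and 100% = median of positive control wells; values of inactives mirror those of a sister screen read the other way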
CDK5 p35 inh = CDK5/p35 (human) kinase inhibition; Q00535+Q15078; Recombinant CDK5/p35, ADP-Glo luminescence, 60 min; inhibition, % at 10 µM; hit rate 0.01% among 330,000; AID 488839;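 active means highest replicate inhibition of at least 50% and at least 75% of replicates reaching 50%; inconclusive means only one of the two criteria met; inactive means both criteria failed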;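 further: plate controls were DMSO neutral control for no effect and GW8510 at 10 µM for full effect; many of its hits are not listed in these tables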
Target sequence (Q00535 whole entry, looked up): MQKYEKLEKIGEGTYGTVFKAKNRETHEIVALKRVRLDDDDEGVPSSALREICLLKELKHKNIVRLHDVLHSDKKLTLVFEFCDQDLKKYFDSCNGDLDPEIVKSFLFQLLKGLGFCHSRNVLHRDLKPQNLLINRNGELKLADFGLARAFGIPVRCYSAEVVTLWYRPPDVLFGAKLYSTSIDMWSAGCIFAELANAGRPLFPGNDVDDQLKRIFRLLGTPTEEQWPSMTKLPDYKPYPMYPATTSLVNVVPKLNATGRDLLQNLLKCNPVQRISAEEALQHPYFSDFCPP
Target sequence (Q15078 whole entry, looked up): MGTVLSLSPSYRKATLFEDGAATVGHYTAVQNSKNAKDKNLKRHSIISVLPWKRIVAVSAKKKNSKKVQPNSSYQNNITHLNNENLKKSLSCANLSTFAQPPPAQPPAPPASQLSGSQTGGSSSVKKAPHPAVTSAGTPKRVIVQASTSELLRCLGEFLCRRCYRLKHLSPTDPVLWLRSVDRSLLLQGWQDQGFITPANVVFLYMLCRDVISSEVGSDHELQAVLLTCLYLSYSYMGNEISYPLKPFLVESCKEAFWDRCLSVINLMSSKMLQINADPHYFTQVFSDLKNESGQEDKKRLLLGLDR
Wnt act = activators of Wnt/beta-catenin signaling; Wnt/beta-catenin reporter cell assay, activator, plate reader; activation, % at 9.35 µM; hit rate 1.2% among 300,000; AID 743398; in the data active means activation above about 30%, passing the limit was not always enough; inconclusive means no clear call, values can overlap the other calls;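 further: 0% = neutral control wells and 100% = positive control wells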
Active calls of the source: *; ? = inconclusive; . = not tested or not shown.

SMILES	dFosB act	HTR5A ag	MITF TRPM1 HTS	Rtt109 HAT inh	SR-BI uptake up	PvdQ inh	RTF Ca sens act	SR-BI HDL uptake	CDK5 p35 inh	Wnt act
Cc1ccc2nc(C3CCCN(C(=S)Nc4ccccc4C)C3)[nH]c2c1 (stereo not drawn)	-12	-3	0	-10	-13	-10	-3	13	0.5	.
Cc1ccc(NC(=O)NC(=O)CN2C(=O)NC3(CCCCCCC3)C2=O)c(C)c1	-9	5	10	-4	39	-7	4	-39	-2.3	0
O=C(O)c1cc(-c2ccc(-c3c(-c4ccc5c(c4)OCO5)noc3-c3ccsc3)cc2)nc2ccccc12	-11	8	97*	16	-7	-15	3	7	-3.2	22
Cc1ccc(OCc2ccc(C(=O)Nc3nc4ccccc4n3Cc3ccccc3)o2)c([N+](=O)[O-])c1	0	-3	-8	.	-68	-4	4	68	1.0	-2
Cn1c(=O)[nH]c(=O)c2c1nc1n2CCCN1CCc1ccccc1	1	-1	3	2	26	4	-3	-26	0.4	1
Cc1ccc2[nH]c(O)c(N=Nc3ccccc3[N+](=O)[O-])c2c1	0	5	.	-5	7	-8	-3	-7	0.3	0
COc1ccc(S(=O)(=O)N2CCCCCC2)cc1C(=O)NCc1cccs1	-10	-4	.	1	-18	-8	2	18	-0.5	-1
COc1ccc(C(NCC(=O)NC(C)c2ccc(Cl)cc2)c2ccccc2)cc1 (stereo not drawn)	-12	4	9	-14	-3	11	-14	3	-1.3	-1
O=C(CCCc1ccccc1)Nc1ccc(Br)cc1F	0	1	29	5	-14	5	-4	14	-1.1	.
CCc1c(C)nc2ncnn2c1N1CCCC(C(=O)NCc2ccc3c(c2)OCO3)C1 (stereo not drawn)	1	0	-4	7	17	-16	0	-17	3.0	-3
O=C(CS)Nc1ccc2ccccc2c1	2	2	-11	-4	-6	-23	2	6	1.5	-2
Clc1ccccc1CSc1nnc(-c2cccnc2)n1Cc1ccco1	-13	-2	-3	4	-7	8	6	7	1.0	.
O=C(COC(=O)CCC(=O)c1cccs1)Nc1ccc(F)c(F)c1F	-4	6	-2	-1	37	-12	-4	-37	-0.6	-3
O=C(CCNC(=O)c1ccc(Br)cc1)Nc1ccccc1N1CCOCC1	-5	1	6	1	-1	-5	-3	1	2.1	1
CCN(CC)S(=O)(=O)c1cccc(-c2nnc(SCCOc3ccccc3C)o2)c1	-3	-2	-8	-4	-15	5	-7	15	0.1	-3
CCOC(=O)c1sc2nc(-c3ccco3)c3c(c2c1N)CC(C)(C)OC3	-18	4	7	-6	-75	-2	-1	75*	-0.5	0
CCOC(=O)C1CCCN(C(=O)Cn2nc(C)n3c(cc4c(OC)cccc43)c2=O)C1 (stereo not drawn)	0	-3	-6	14	6	0	-7	-6	-1.1	-1
O=C(c1cc(COc2ccc(F)cc2Cl)on1)N1CC[C@@H]2CCCC[C@H]2C1	-12	1	14	-2	-1	-19	-1	1	-1.1	1
O=C(N/N=C/c1cccnc1)c1ccc(NC(=O)c2ccccc2Cl)cc1	3	1	-6	18	-38	4	1	38	-0.2	-5
CCOC(=O)C1=C(c2ccccc2)Nc2ncnn2C1c1cc(OC)cc(OC)c1OC (stereo not drawn)	-1	9	.	4	21	-13	-8	-21	0.4	.
COc1cc(/C=C2/N=C(c3ccccc3)OC2=O)c(F)cc1OCc1ccccc1	-6	2	13	3	35	3	3	-35	-1.3	4
Cc1occc1C(=O)Nc1cccc([N+](=O)[O-])c1	-1	3	8	-10	5	-22	16	-5	-4.9	.
COc1ccc(Cl)cc1NC(=O)Cn1c(C)csc1=O	-12	8	-9	3	7	-6	5	-7	-3.1	5
Cc1ccc(NS(=O)(=O)c2cccc3cccnc23)c(Cl)c1	-14	2	-8	-6	-14	3	5	14	-0.2	-2
CCOC(=O)C1=C(COC(=O)CNS(=O)(=O)c2ccc(C)cc2)NC(=O)NC1C (stereo not drawn)	-7	6	0	-5	26	-12	-2	-26	1.3	0
CN(C)CCCNC(=O)CC1C[C@H](C(=O)N2CCCCC2)[C@@]2(CCc3ccccc3)c3[nH]c4ccccc4c3CCN2C1=O (stereo partly drawn)	-13	-1	-57	-3	3	-15	-6	-3	-0.7	-3
COc1cc(OC)cc(N(C(=O)C2COc3ccccc3O2)C(C(=O)NC2CCCCC2)c2ccc(O)cc2)c1 (stereo not drawn)	-1	2	-21	5	0	7	4	0	0.7	.
COCCOCCn1cnc2ccccc21	3	0	1	-5	11	-7	10	-11	2.1	-3
O=C(CN1CCCCCC1)Nc1ccc([N+](=O)[O-])cc1Cl	-5	-2	2	5	-9	-8	3	9	-0.2	1
Cc1cc(N)ccc1-n1nc2ccccc2n1	-4	7	1	-15	6	-6	11	-6	-1.2	1
CO[C@@]12[C@@H]3N[C@@H]3CN1C1=C(C(=O)C(N)=C(C)C1=O)[C@@H]2COC(N)=O	1	-1	.	4	12	-8	-5	-12	0.8	-4
CCOc1ncccc1C(=O)Nc1nnc(C)s1	-3	-1	20	-2	11	-1	4	-11	-0.9	-1
COc1ccccc1NC(=O)C(=O)NNC(=O)c1ccco1	-8	1	10	-4	9	2	-1	-9	-0.9	3
C[C@]12c3[nH]c4ccc(Cl)cc4c3CCN1C(=O)[C@@H](CC(=O)NCCCn1ccnc1)C[C@@H]2C(=O)N1CCCCC1	1	0	3	2	2	-19	-6	-2	-0.6	-1
COc1ccc(CC(=O)Nc2sc3c(c2C(N)=O)CCCC3)cc1	-7	4	5	7	-23	-15	3	23	0.4	1
Brc1cc2ccccc2[n+](Cc2ccccc2)c1	-1	3	3	4	-7	-16	2	7	-1.1	-1

An excerpt of these results, with values under each structure:
Results follow in this order: dFosB act	HTR5A ag	MITF TRPM1 HTS	Rtt109 HAT inh	SR-BI uptake up	PvdQ inh	RTF Ca sens act	SR-BI HDL uptake	CDK5 p35 inh	Wnt act
COc1ccc(Cl)cc1NC(=O)Cn1c(C)csc1=O
    -12	8	-9	3	7	-6	5	-7	-3.1	5
Cc1ccc(NS(=O)(=O)c2cccc3cccnc23)c(Cl)c1
    -14	2	-8	-6	-14	3	5	14	-0.2	-2

(next part)
SMILES	dFosB act	HTR5A ag	MITF TRPM1 HTS	Rtt109 HAT inh	SR-BI uptake up	PvdQ inh	RTF Ca sens act	SR-BI HDL uptake	CDK5 p35 inh	Wnt act
Cc1cccc(SC2CCN(C(=O)C3CCC(=O)N(C4CC4)C3)CC2)c1 (stereo not drawn)	-12	4	-1	10	12	8	-4	-12	.	-3
COc1ccc(NC(=O)c2nc[nH]c2C(=O)N[C@@H](C)c2ccccc2)cc1	-14	9	14	4	-27	-10	-1	27	1.3	2
CCOc1cc(C)c(S(=O)(=O)Nc2ccc(Cl)cn2)cc1C	-12	14*	.	23	-6	7	0	6	-0.2	-6
CCC(CC)C(=O)Nc1cccc(C(=O)NC(C)(C)C)c1	0	-2	2	-34	21	-1	1	-21	1.4	0
CCc1ccc(Nc2ncc3c(n2)CC(C)CC3=O)cc1 (stereo not drawn)	-5	4	107*	-3	-4	-8	6	4	-5.0	17
CCCOC(=O)C1C2C=CC3(CN(c4cccc(Cl)c4)C(=O)C13)O2 (stereo not drawn)	-1	2	.	-7	-7	-19	4	7	0.2	-2
O=C(CSc1nnc(CNC(=O)c2ccccc2)o1)NCc1ccco1	1	5	-13	1	2	-18	-2	-2	-3.1	-1
CCOC(=O)c1ccccc1NC(=O)c1cccc([N+](=O)[O-])c1	-4	-6	5	-2	-42	-16	12	42	-0.2	-2
CCC(C)NC(=O)CSc1nc2c(sc(=S)n2Cc2ccco2)c(=O)n1-c1ccccc1 (stereo not drawn)	?	-5	.	0	4	-17	-3	-4	-1.5	.
COc1cc(CN2CCNC(=O)C2CC(=O)N2CCCCO2)cc(OC)c1 (stereo not drawn)	4	-1	-9	.	-7	6	2	7	1.4	-8
Cc1cc(C)c2oc(C(=O)N(Cc3ccccc3)C3CCS(=O)(=O)C3)cc(=O)c2c1 (stereo not drawn)	-4	0	9	16	0	6	1	0	-1.6	5
Cc1cc(C)cc(N(CCC#N)C(=O)COC(=O)c2ccccc2SCC(=O)N2CCCC2)c1	-13	0	4	4	.	-1	3	11	-1.3	-3
CS(=O)(=O)N1CCN(c2ccccc2NC(=O)c2ccc3ccccc3c2)CC1	-5	3	1	0	.	-12	0	.	-1.3	-5
CCN1CCCC1CNC(=O)C1CCN(C(=O)c2cc3sccc3n2Cc2ccc(F)cc2)CC1 (stereo not drawn)	3	3	1	.	3	0	-1	-3	-1.6	.
COc1ccccc1N(CC(=O)N/N=C(\C)c1ccc(F)cc1)S(=O)(=O)c1ccccc1	1	5	.	10	-6	-3	3	6	0.3	-1
COc1ccc(-n2cnnc2SCC(=O)Nc2cc(C(C)(C)C)nn2-c2ccccc2)cc1	-7	-6	-4	6	8	8	0	-8	2.4	.
CCOC(=O)c1[nH]n(-c2ccc(Cl)cc2)c(=O)c1C	-1	-3	1	5	44	2	0	-44	0.1	.
Cc1cc(C)c(NC(=O)CN2C(=O)NC3(CCOc4ccccc43)C2=O)c(C)c1 (stereo not drawn)	-9	-5	9	-2	-12	-16	9	12	1.5	.
O=C(COC(=O)c1cn(-c2ccccc2)nc1-c1cccs1)NC1CC1	-11	5	1	5	-21	-11	5	21	0.4	-4
O=C(Nc1nccs1)c1ccc(NC(=O)c2ccco2)cc1	-13	3	76	3	-33	9	1	33	0.9	.
Cc1ccc(NC(=O)CSc2n[nH]c(-c3ccncc3)n2)c(C)c1	0	4	-5	14	8	8	-5	-8	2.4	0
Cc1cccc(OC(C)C(=O)Nc2ccc(S(=O)(=O)N3CCCC3)cc2)c1 (stereo not drawn)	-7	2	3	-4	-15	-20	0	15	-1.6	7
CC1CCCCN1C(=O)CSc1nc(N)nc(N)n1 (stereo not drawn)	-4	-2	0	13	2	7	-1	-2	1.7	2
CN(C)c1cccc(C(=O)NCC(c2ccco2)N(C)C)c1 (stereo not drawn)	-7	-4	29	-2	.	-6	-2	.	-2.9	10
COc1cc(OC)cc(C(=O)NCCNC(=O)c2ccco2)c1	-6	4	-3	3	-2	-18	-2	2	-0.2	.
Cc1onc(-c2ccccc2)c1C(=O)N1CCC(C)CC1	0	-1	-7	-2	9	-13	5	-9	0.1	0
CCC(C)C1=CC(=Nc2c(C)n(C)n(-c3ccccc3)c2=O)C=C(C(C)CC)C1=O (stereo not drawn)	1	0	-9	-1	-42	3	-3	42	3.9	-1
CC1=C(C(=O)O)N2C(=O)C(NC(=O)c3nn(C)cc3Cl)C2SC1 (stereo not drawn)	4	-1	.	-2	-9	-16	0	9	0.8	-1
Cc1ccc(S(=O)(=O)N(C)c2ccc(OC(C)C(=O)N(C)c3ccccc3)cc2)cc1 (stereo not drawn)	-16	-5	3	3	-39	-5	-1	39	-0.6	0
CCC(c1nnnn1Cc1ccco1)N1CCC(C(N)=O)CC1 (stereo not drawn)	0	1	-1	-3	-7	-12	0	7	2.5	-1

This is a random part of the collection; 4.4% or so of the library scored in one or more.
